D2 PAM = positive allosteric modulators of human D2 dopamine receptor | P14416 | HEK293 T-REx D2, calcium flux, EC20 dopamine potentiation | potentiation, % at 10 µM | hit rate 0.34% among 340,000;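 active means potentiation over 3 SD above the plate norm, cut at about 30% in these data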; further: 0% is about no effect
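Primary screen. Calcium kinetics in induced HEK293 T-REx D2 cells: compound pre-addition 180 s, EC20 dopamine, 180 s more.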
RXFP1 antagonist = blocks the human relaxin receptor RXFP1 | hit rate 0.59% among 350,000 | HEK293-RXFP1, relaxin-stimulated cAMP HTRF, 30 min; active compounds read low | Q9HBX9 | activity change, negative = inhibition, % at 57.5 µM | AID 1259400;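 active means activity change of -60% or lower, but not beyond a set lower limit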; further: on the % scale 0 is the no-effect control and ±100 the full control effect
D1 ag = agonists of human D1 dopamine receptor; HEK293 T-REx D1 cells, calcium flux, agonist mode; P21728; AID 504660; hit rate 1% among 360,000; activation, % at 2 µM; further: 0% is about no effect
Target sequence (P21728 whole entry, looked up): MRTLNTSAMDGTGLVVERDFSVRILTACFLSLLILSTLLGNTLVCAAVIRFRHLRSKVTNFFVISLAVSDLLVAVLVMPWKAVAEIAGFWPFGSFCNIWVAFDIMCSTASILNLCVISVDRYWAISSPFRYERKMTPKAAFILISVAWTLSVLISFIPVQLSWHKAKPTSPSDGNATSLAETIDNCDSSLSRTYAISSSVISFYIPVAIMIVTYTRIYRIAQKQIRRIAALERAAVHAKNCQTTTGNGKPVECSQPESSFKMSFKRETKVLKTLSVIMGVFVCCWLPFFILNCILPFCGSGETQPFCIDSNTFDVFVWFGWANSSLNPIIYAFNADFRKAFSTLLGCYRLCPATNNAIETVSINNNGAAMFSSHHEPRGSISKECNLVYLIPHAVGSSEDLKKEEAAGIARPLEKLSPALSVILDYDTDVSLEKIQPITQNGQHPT
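Tetracycline-induced HEK293 TREx D1 cells, force-coupled to calcium signalling, were dye-loaded with a no-wash calcium kit. Compound was pin-added after a 10 s baseline. Fluorescence was read kinetically at 1 cycle/s for 180 s, with calcium rises flagged as agonism.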
D2 antag = antagonists of human D2 dopamine receptor | P14416 | HEK293 TREx D2 cells, calcium flux, dopamine EC80 | inhibition, % at 10 µM | hit rate 2% among 340,000 | AID 485344; in the data active means inhibition above about 30%; further: 0% is about no effect
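Inhibition of EC80 dopamine-driven calcium flux, recorded kinetically, defines activity here; cells are a tetracycline-induced HEK293 T-REx line expressing force-coupled D2.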
TRHR enhancer = allosterically enhances the human TRH receptor | P34981 | enhancement, % at 2 µM | TRHR cells, fluo-8 calcium fluorescence, EC20 TRH enhancement | hit rate 0.66% among 360,000; in the data active means enhancement above about 30%; further: 0% is about no effect
Target sequence (P34981 whole entry, looked up): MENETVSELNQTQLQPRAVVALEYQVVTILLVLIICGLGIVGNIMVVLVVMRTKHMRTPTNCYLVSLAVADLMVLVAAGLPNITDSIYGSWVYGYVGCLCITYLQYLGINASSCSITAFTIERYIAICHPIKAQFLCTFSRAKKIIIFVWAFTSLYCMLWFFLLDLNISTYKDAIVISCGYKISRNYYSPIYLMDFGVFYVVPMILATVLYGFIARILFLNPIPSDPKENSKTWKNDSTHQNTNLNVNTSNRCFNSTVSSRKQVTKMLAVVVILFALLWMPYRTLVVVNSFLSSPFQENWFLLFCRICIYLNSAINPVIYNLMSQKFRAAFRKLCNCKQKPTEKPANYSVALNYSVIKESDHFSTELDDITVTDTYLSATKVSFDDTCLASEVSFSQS
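TRHR-expressing cells loaded with fluo-8 calcium dye were read kinetically (ex 480/em 530) during compound addition, then stimulated with an EC20 of TRH (10 nM final). Enhancement of the Gq-mediated intracellular calcium response was scored.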
D2 agonist = agonists of human D2 dopamine receptor. P14416. HEK293 T-REx D2 cells, calcium flux agonist mode. activation, % at 2 µM. hit rate 0.53% among 340,000. AID 485358;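 active means activation over 3 SD above normal in the single-dose calcium agonist read, cut at about 30% in these data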; further: 0% is about no effect
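Calcium-flux readout, 1 cycle/sec over 180 s following compound pin transfer, in inducible HEK293 Trex D2 cells (force-coupled); dopamine controls included. Positive calcium responses during this window marked compounds as potential agonists.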
D1 antagonist = human D1 dopamine receptor antagonism; P21728; HEK293 TREx D1 cells, calcium flux, dopamine EC80; active compounds read low; activity change, negative = inhibition, % at 10 µM; hit rate 3.2% among 360,000; in the data active means activity change below about -30%; further: on the % scale 0 is the no-effect control and ±100 the full control effect
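After overnight tetracycline induction at 30 C, force-coupled D1 HEK293 cells took up a no-wash calcium dye at room temperature. Compounds were added and monitored 180 s, and the response to EC80 dopamine was then recorded.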
D1 potentiator = potentiators of human D1 dopamine receptor; P21728; HEK293 TREx D1 cells, calcium flux, dopamine EC20 potentiation; potentiation, % at 10 µM; hit rate 0.036% among 360,000; AID 504651; in the data active means potentiation above about 30%; further: 0% is about no effect
TRHR agonist = agonists of human TRH receptor; P34981; TRHR cells, calcium flux fluo-8, FDSS agonist mode; activation, % at 2 µM; hit rate 0.18% among 360,000; further: 0% is about no effect
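Read-out: compound-evoked intracellular calcium rise in TRHR cells, fluo-8 dye, kinetic FDSS fluorescence at 1 s/cycle following a 10-cycle baseline. Cells cultured overnight before dye loading (30 min–1.5 h, RT).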
The depositor's hits bear a star; . = not tested or not shown. Unless noted, no stated cut-off is given here; in the data, active means activation above about 30%; inactive means the rest. An unsorted share of the library; 7.1% or so of the library scored in one or more.

entry	Structure	D2 PAM	RXFP1 antagonist	D1 ag	D2 antag	TRHR enhancer	D2 agonist	D1 antagonist	D1 potentiator	TRHR agonist
1	Cc1ccc(NC(=O)COc2ccc(C(=O)c3ccccc3)cc2)c(O)c1	-4.5	5.1	11.4	0.8	-5.5	-2.3	-30.4*	-10.1	-0.5
2	Cn1cnnc1SCC(=O)n1c2ccccc2c2ccccc21	0.0	-4.7	1.3	24.8	2.1	0.1	-4.6	-5.1	-0.7
3	CN(CC(=O)Nc1c(Cl)cccc1Cl)C(=O)CNC(=O)c1ccc2ccccc2c1	-1.9	-2.3	-0.9	-17.2	-2.8	0.2	14.4	-0.2	-0.5
4	CCCCCCOc1ccc(/C=C/C(=O)Nc2sc3c(c2C(=O)OC)CCC3)cc1OC	5.0	-0.5	-1.7	.	1.6	0.4	7.2	1.4	-0.6
5	N#Cc1cccc(NC(=O)C2CCN(S(=O)(=O)c3ccc4c(c3)CCCN4C(=O)C3CCC3)CC2)c1	-8.0	-9.7	4.5	.	0.2	0.7	0.2	-2.8	0.3
6	O=C(Nc1ccc(-n2nncc2-c2ccccc2)cc1)c1cccc(F)c1	-4.8	-12.4	13.8	.	-12.5	1.6	-28.4	-0.8	-0.2
7	O=C(CSc1nnc(COc2ccc(Cl)cc2)o1)Nc1ccc(N2CCOCC2)cc1	-3.6	6.2	4.7	20.3	-6.0	-0.5	-10.3	-2.9	-0.1
8	CC(C)c1nc2c([nH]1)c(=O)n(C)c(=O)n2C	-2.2	-3.5	2.2	-30.3	19.6	-0.6	-1.2	-0.1	0.3
9	CC(C)NS(=O)(=O)c1ccc(OCC(=O)Nc2cccc(F)c2)cc1	6.6	-2.2	2.1	1.4	32.1*	-2.1	-10.8	-5.7	-1.0
10	O=c1[nH]c(=O)n(Cc2ccc(Oc3ccccc3)cc2)cc1Br	6.9	.	3.7	15.5	-0.9	-0.7	-9.8	-3.3	0.2
11	Cc1nnsc1C(=O)Oc1ccc(Cl)cc1	-1.3	-2.0	-0.3	.	-2.4	0.1	2.9	-0.5	0.6
12	C=CCc1c(C)nc(C)nc1N/N=C/c1ccc([N+](=O)[O-])cc1	-3.4	2.1	0.7	-22.6	-5.2	-1.0	2.6	-4.3	0.3
13	OCCC1CN(Cc2ccccc2-c2ccco2)CCN1Cc1ccsc1 (configuration not stated)	-17.9	-5.5	2.8	-17.4	0.8	0.5	-5.9	-6.8	0.9
14	COc1ccccc1C(=O)NC(=O)COC(=O)CCOc1ccccc1C	4.0	-13.8	2.8	7.4	-1.6	0.4	6.9	-0.6	-0.1
15	O=C(Cc1ccccc1)N/N=C\c1ccc(Br)o1	-14.4	-2.5	2.0	8.8	-2.8	0.5	-27.9	-2.0	-0.8
16	O=C(CSc1ncn[nH]1)Nc1c(F)cc(F)cc1Br	-5.7	0.1	2.6	-1.4	-6.3	0.7	0.4	-6.0	-0.2
17	COc1cc(Cl)c(C)cc1NC(=O)CCc1c(C)nc2cc(-c3cccc(F)c3)nn2c1C	5.1	.	-0.9	.	2.1	-1.2	0.6	0.3	0.0
18	N/C(CN1CCCC1=O)=N\OC(=O)c1ccc(Cl)cc1	16.0	0.8	1.3	-1.7	-7.4	0.4	-8.3	-4.5	0.1
19	COc1ccc(CC(=O)N2CCN(c3ccccc3F)CC2)cc1OC	-5.4	13.1	14.0	-15.5	2.5	1.0	-17.0	-3.7	0.5
20	O=C(O)C(Nc1nc(C(F)(F)F)nc2ccccc12)c1ccccc1 (configuration not stated)	5.0	1.1	2.5	5.0	10.0	0.8	-13.2	6.8	0.1
21	CC(NC(=O)/C=C/c1cnc2ccccc2n1)C12CC3CC(CC(C3)C1)C2 (configuration not stated)	8.3	-8.1	1.2	9.6	1.0	-0.8	37.7	3.8	2.3
22	CN(C)C=Nc1ccccc1C1C=NNC1=O (configuration not stated)	6.9	.	1.2	-12.3	-6.0	0.9	-34.3*	-4.8	1.0
23	O=C(NCC1CCCO1)c1ccc(Cl)c(S(=O)(=O)N2CCCCC2)c1 (configuration not stated)	-8.1	-6.8	3.9	1.9	2.5	0.6	-15.5	-0.5	0.6
24	COc1cc(OC)cc(-c2nnc(SCC(=O)N(C(C)C)C(C)C)o2)c1	0.1	-8.7	-0.2	-1.0	8.7	0.9	-3.8	-2.8	-0.2
25	CCCC(=O)Nc1nnc(CC(=O)N2CCCC2)s1	.	8.2	4.7	.	10.3	.	-3.1	-2.9	0.1
26	COC(=O)c1cc2oc(C)cc2n1Cc1ccc(Cl)cc1	13.8	-14.8	-4.0	.	6.9	0.0	2.2	1.3	-0.4
27	Cc1ccnc(N2CCCC(C(=O)NCc3cccs3)C2)n1 (configuration not stated)	-29.0	-0.5	0.6	-23.2	8.6	-0.1	2.7	-7.3	0.0
28	O=P(O)(CCc1ccccc1)C(O)c1ccccc1 (configuration not stated)	11.1	6.8	2.1	-2.8	12.0	0.4	-19.5	3.6	0.4
29	N#CC1=C(N)OC2=C(C(=O)CCC2)C1c1cccs1 (configuration not stated)	-3.2	-5.5	0.5	-2.2	-3.0	0.4	-20.5	-2.2	3.6
30	CC(=O)Nc1ccc(S(=O)(=O)N2CCN=C2SCc2ccc(C)cc2)cc1	10.5	16.3	23.1	-1.2	16.1	1.8	-41.2*	-2.8	0.6

Molecules listed so far that contain a cyano group (two):
entry	Structure	D2 PAM	RXFP1 antagonist	D1 ag	D2 antag	TRHR enhancer	D2 agonist	D1 antagonist	D1 potentiator	TRHR agonist
5	N#Cc1cccc(NC(=O)C2CCN(S(=O)(=O)c3ccc4c(c3)CCCN4C(=O)C3CCC3)CC2)c1	-8.0	-9.7	4.5	.	0.2	0.7	0.2	-2.8	0.3
29	N#CC1=C(N)OC2=C(C(=O)CCC2)C1c1cccs1 (configuration not stated)	-3.2	-5.5	0.5	-2.2	-3.0	0.4	-20.5	-2.2	3.6

(cont.)
entry	Structure	D2 PAM	RXFP1 antagonist	D1 ag	D2 antag	TRHR enhancer	D2 agonist	D1 antagonist	D1 potentiator	TRHR agonist
31	COc1ccc(-n2cnc3cc([N+](=O)[O-])ccc32)cc1	-8.7	-29.7	10.8	0.9	0.6	-0.5	-16.6	-4.7	-0.2
32	Cc1ccccc1C(=O)Nc1cccc(NC(=O)c2ccccc2[N+](=O)[O-])c1	5.5	7.9	8.1	-4.5	-1.7	0.3	-5.4	0.4	-0.5
33	CCC(C)NC(=O)Cn1c(=O)n(CC2CCC(C(=O)NC)CC2)c(=O)c2sccc21 (configuration not stated)	.	-14.2	0.2	.	-1.6	-0.1	22.6	-4.9	0.0
34	CCOC(=O)c1c(CN2CCOCC2)oc2ccc(OC)cc12	31.3*	-9.2	2.4	-10.6	4.3	0.4	-45.2*	-4.7	-0.4
35	CC(=O)N1CCc2c(sc(NC(=O)C3CCN(S(=O)(=O)c4cccs4)CC3)c2C(N)=O)C1	1.1	-60.3*	10.9	2.3	-0.1	3.0	-6.1	-2.6	3.9
36	CC(C)c1cc(C(=O)Nc2ccc3c(c2)OCO3)no1	-3.2	.	-1.7	11.3	2.4	0.2	-2.0	-5.7	-0.2
37	CCOCCCNC(=O)CN1C(=O)c2cccc3cccc1c23	7.7	-1.0	5.3	4.9	0.1	-0.3	-1.5	-5.2	0.9
38	CCN(C(=O)c1ccco1)c1nc(CC(=O)Nc2ccc(Cl)cc2)cs1	-15.6	-10.0	4.7	-12.5	-7.9	-0.7	-11.6	-4.2	-0.1
39	COc1cc2[nH]c(=S)nc(NCc3cccc(Cl)c3)c2cc1OC	-11.9	-9.2	-0.4	-16.0	-1.5	0.7	-7.3	-14.1	-0.4
40	CCOC(=O)C(CC)Sc1nc2c(c(=O)[nH]c(=O)n2C)n1C/C=C(/C)Cl (configuration not stated)	.	-8.8	0.6	4.3	9.0	1.7	-3.4	0.8	-1.9
41	CCOc1ccc(S(=O)(=O)N2CCN(c3ccc(C)cc3C)CC2)c2ccccc12	0.0	.	-1.0	.	-1.0	.	-8.2	-1.2	1.0
42	N#C/C(=C/c1ccccc1Cl)c1nc(-c2cc3ccccc3oc2=O)cs1	3.8	-1.0	0.1	.	-8.5	-0.2	-27.3	2.2	0.2
43	COC(=O)c1sc2ccccc2c1NC(=O)c1ccc(S(=O)(=O)N2CCCC(C)C2)cc1 (configuration not stated)	-3.4	-8.3	2.1	8.3	12.6	2.3	3.9	1.7	0.5
44	CC1(C)C(=O)N(CC(=O)Nc2ccc(Cl)cc2)c2ccccc21	-6.0	-4.9	3.5	.	2.0	.	4.3	-5.4	1.0
45	CCN(CC)S(=O)(=O)c1ccc(NC(=S)NC(=O)C(C)C)cc1	9.5	-9.6	23.5	0.0	2.1	9.4	-2.6	-0.7	5.0
46	CC(=O)SC(C)CC(=O)NCc1ccccc1 (configuration not stated)	-11.6	9.6	-0.1	13.2	5.9	0.1	-1.8	-3.6	-0.1
47	CCN(CC)CC(=O)Nc1sc2c(c1C(=O)c1ccccc1C)CCC2	-1.2	-34.0	4.0	9.8	-3.2	1.2	5.8	-0.6	-0.6
48	CC(=O)c1cccc(OCc2cc(C(=O)N3CCC(N4CCCCC4)CC3)no2)c1	3.3	-81.0*	-1.0	-30.7	9.1	0.3	-13.2	1.0	1.1
49	O=C(O)c1ccccc1NS(=O)(=O)c1ccc2c(c1)OCCO2	-4.4	-16.5	0.5	-2.9	-1.3	0.3	0.2	-1.8	0.3
50	O=C(/C=C/c1ccccc1)c1ccc2c(c1)OCO2	3.3	-4.5	3.9	0.2	4.3	-1.2	-5.0	5.3	0.4
51	O=C(c1ccc2c(Cl)c3c(nc2c1)CCCC3)N1CCN(c2ccccc2F)CC1	12.5	.	3.4	.	-0.8	-0.7	5.5	1.4	0.5
52	C=CCNC(=O)c1ccc(CN(c2ccc(OCC)cc2)S(=O)(=O)c2ccc(C)cc2)cc1	4.1	-0.8	2.6	-8.7	4.0	-1.0	-5.5	2.6	0.5
53	CCc1c(C)nc(N2CCN(Cc3ccc4c(c3)OCO4)CC2)[nH]c1=O	12.4	6.2	8.9	-4.0	3.8	0.3	-1.6	-9.2	-0.3
54	O=C(Cn1c(=O)c2cccn2c2ccccc21)NCCc1ccc(Cl)cc1	-6.5	1.1	5.8	.	-0.3	.	7.5	-5.2	-0.1
